IDH1 R132H inh: human IDH1 R132H inhibition. 0.093% of 390,000 active. Potency, µM (highest dose often 76.6 µM), for inactives: top-dose activity change, negative = inhibition, usual class: inhibitors. AID 602179. IDH1-R132H enzyme, NADPH consumption, diaphorase/resazurin fluorescence; also: potency is read from the fitted curve at half-maximal effect; % is scaled to controls: 0 for no effect and ±100 for the full control effect; nearly all actives have a fitted effect of over 65% in size
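IDH1-R132H (0.5 ug/mL dispensed) in pH 7.5 Tris buffer was preincubated 30 min with compound, then given a substrate mix of 0.016 mM NADPH and 2 mM alpha-KG for 80 min at room temperature; remaining NADPH was read by diaphorase/resazurin fluorescence.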
Tb PGK inh: T. brucei PGK inhibition. PGK/GAPDH coupled, Kinase-Glo luminescence, 60 min. Potency, µM (top dose mostly 57.5 µM), inactives show top-dose activity change, negative = inhibition, usual class: inhibitors. 0.043% of 380,000 active; also: potency is read from the fitted curve at half-maximal effect; % is scaled to controls: 0 for no effect and ±100 for the full control effect; nearly all actives have a fitted effect of over 60% in size
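Luminescent ATP detection (Kinase-Glo Plus) follows a 60-minute room-temperature incubation, with wells lacking PGK as controls. Buffer: 100 mM TEA (pH 7.6), 5 mM MgCl2, 0.01% Tween-20. Coupling enzyme GAPDH (100 nM final) supplies unstable 1,3-BPG in-well.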
HP1b binding inh: HP1-beta chromodomain-methylated histone interaction inhibition; AID 540317; Potency, µM (doses to about 114 µM), for the others: top-dose activity change, negative = inhibition, usual class: inhibitors; AlphaScreen HP1-beta / biotin-H3K9me3 peptide binding; 0.56% of 390,000 active; also: potency is read from the fitted curve at half-maximal effect; nearly all actives have a fitted effect of over 70% in size; inactives centre near 23
Target sequence (P83916 whole entry, looked up): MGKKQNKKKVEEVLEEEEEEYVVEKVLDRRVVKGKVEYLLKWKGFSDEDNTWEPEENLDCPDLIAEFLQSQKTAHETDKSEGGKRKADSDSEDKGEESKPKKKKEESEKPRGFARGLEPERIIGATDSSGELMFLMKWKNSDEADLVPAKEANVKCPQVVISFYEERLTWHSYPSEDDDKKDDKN
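Compound inhibition of the preformed complex between 50 nM HP1-beta and 50 nM biotinylated H3K9me3 peptide was read by AlphaScreen. Buffer was PBS pH 7.4 with 0.01% Tween-20. Incubations ran 30 min at room temperature, with 10 ug/mL donor/acceptor beads.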
GLS inhibitor: blocks human kidney-isoform glutaminase activity; GLS enzymatic activity, qHTS titration; Potency, µM (highest dose often 45.5 µM), inactives show at the highest dose activity change, negative = inhibition, hits mostly inhibitors; 0.21% of 410,000 active; also: potency is read from the fitted curve at half-maximal effect; % is scaled to controls: 0 for no effect and ±100 for the full control effect
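Two-point fluorescence kinetic (t0, 30 min RT) for hKGA; glutamate detected via glutamate oxidase–HRP–Amplex Red. Substrate: 1 mM L-glutamine solution; buffer 45 mM KH2PO4, pH 8.2.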
rTrxR1 inhibitor: blocks rat thioredoxin reductase 1. Potency, µM (top dose mostly 114 µM), for inactives: at the highest dose activity change, negative = inhibition, hits mostly inhibitors. 1% of 390,000 active. recombinant rTrxR1, NADPH fluorescence consumption, selenite substrate. AID 588453. O89049; also: potency is read from the fitted curve at half-maximal effect; % is scaled to controls: 0 for no effect and ±100 for the full control effect; nearly all actives have a fitted effect of over 65% in size
Target sequence (O89049 whole entry, looked up): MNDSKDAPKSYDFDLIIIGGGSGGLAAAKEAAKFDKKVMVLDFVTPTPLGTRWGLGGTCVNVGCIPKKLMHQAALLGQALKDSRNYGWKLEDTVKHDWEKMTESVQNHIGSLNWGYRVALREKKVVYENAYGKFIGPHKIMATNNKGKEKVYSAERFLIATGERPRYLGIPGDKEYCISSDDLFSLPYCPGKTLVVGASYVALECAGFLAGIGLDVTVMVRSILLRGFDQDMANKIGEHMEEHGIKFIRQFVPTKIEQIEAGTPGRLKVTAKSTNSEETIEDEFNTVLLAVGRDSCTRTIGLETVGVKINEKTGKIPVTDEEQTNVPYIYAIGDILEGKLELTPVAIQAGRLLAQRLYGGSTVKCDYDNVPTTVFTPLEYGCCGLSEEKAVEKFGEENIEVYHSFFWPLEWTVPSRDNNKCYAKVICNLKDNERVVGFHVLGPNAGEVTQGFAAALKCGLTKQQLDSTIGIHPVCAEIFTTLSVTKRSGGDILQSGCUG
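Rat TrxR1 (90 nM in the dispensed reagent) was pre-reduced with 400 uM NADPH for 5 min at room temperature, then incubated with compound for 15 min. After 400 uM selenite was added, NADPH fluorescence (Ex 340/Em 450 nm) was followed for 8 min.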
Pin1 inhibitor: blocks the human prolyl isomerase Pin1. 0.009% of 390,000 active. Pin1 FP peptide displacement, HiFluor488, 10 min. Potency, µM (series often up to 115 µM), without a hit: at the highest dose activity, negative = inhibition, actives largely listed as inhibitors. Q13526; active = well fitted inhibition curve with a large enough effect in the polarisation, with a control signal flat, not every such curve was filed as active; inconclusive = small, poorly fitted or top-dose-only effect, or effect the other way, or a change in a side signal; inactive = no such curve, though single readings can be large or run the other way; the % refers to the polarisation; also: potency is read from the fitted curve at half-maximal effect; % is scaled to controls: 0 for no effect and ±100 for the full control effect
Target sequence (Q13526 whole entry, looked up): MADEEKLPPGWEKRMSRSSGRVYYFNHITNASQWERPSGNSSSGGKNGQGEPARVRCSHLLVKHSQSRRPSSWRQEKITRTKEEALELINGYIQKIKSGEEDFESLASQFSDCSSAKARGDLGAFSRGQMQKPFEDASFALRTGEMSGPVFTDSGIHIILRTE
USP1 inh: inhibitors of human USP1/UAF1 deubiquitinase; O94782; recombinant USP1/UAF1, Ub-Rhodamine cleavage fluorescence; Potency, µM (series often up to 57.1 µM), for inactives: top-dose activity change, negative = inhibition, actives largely listed as inhibitors; 0.23% of 390,000 active; also: potency is read from the fitted curve at half-maximal effect; % is scaled to controls: 0 for no effect and ±100 for the full control effect; nearly all actives have a fitted effect of over 60% in size; inactives centre near -12
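In this screen, compounds sit with the deubiquitinase complex (1nM) for 15 min at room temperature before Ub-Rho is added at 150nM final. Fluorescence rise is then followed for 6 reads every 60 seconds.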
PI4K2A inh: blocks human PI4K2A kinase activity; Q9BTU6; purified PI4K2A, ADP-Glo luminescence, 1 h; stronger effect = lower value; activity change, negative = inhibition, % at 76.9 µM; 0.13% of 420,000 active; AID 1346378; in the data active = activity change below about -50%; inconclusive = mostly about -30% to -49%;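 also: -100% = wells without enzyme as full effect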
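ADP-Glo luminescence measured ADP generated by PI4K2A enzyme (4 ug/mL before mixing) with 1.2 mM PI substrate (pre-mix) and 300 microM ATP (pre-mix). Tris pH7.5 buffer with MgCl2, Triton X-100; 1 h reaction at ambient temperature.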
TrxR1 substrate: substrates of rat thioredoxin reductase 1; O89049; purified TrxR1 substrate turnover, NADPH consumption readout; Potency, µM (titrated, usually from 114 µM), without a hit: top-dose activity change, negative = substrate turnover; 0.01% of 390,000 active; AID 588456; also: potency is read from the fitted curve at half-maximal effect; % is scaled to controls: 0 for no effect and ±100 for the full control effect; nearly all actives have a fitted effect of over 50% in size
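Rat TrxR1, dispensed at 90 nM, was prereduced with 400 uM NADPH (final) for 5 min at ~22 deg C, then incubated with compound 15 min before 400 uM selenite. A first-read NADPH fluorescence drop versus no-compound background flagged substrates.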
* = called active by the depositor; i = inactive; ? = inconclusive; · = no result given; & = joins results of further samples; [ ] = dose if it differs, or a comment. Unless noted, calls follow the shape of the dose curve; as a rule, active = well fitted curve in the direction sought with a large enough effect; inconclusive = small, poorly fitted or top-dose-only effect, or another doubt; inactive = no such curve, though single readings can be large; an effect the other way counts as inactive or inconclusive.

SMILES	IDH1 R132H inh	Tb PGK inh	HP1b binding inh	GLS inhibitor	rTrxR1 inhibitor	Pin1 inhibitor	USP1 inh	PI4K2A inh	TrxR1 substrate
Cc1ccc(CNC(=O)C(NS(=O)(=O)c2cccs2)C(C)C)cc1 (stereo unspecified)	0%&-2%	-5%	21%&-21%	-17%&6%	24%&18%	5%&-1%	-24%&-10%	1&-1	2%&8%
CCc1nnc(NC(=O)c2cccc(S(=O)(=O)N3CC(c4ccccc4)CC3=O)c2)s1 (stereo unspecified)	-10%	1%	44%[activator]	8%	-5%[57.1 µM]	1%	-2%	-5	-4%[57.1 µM]
CCn1c2ccccc2c2cc(NC(=O)COc3ccc(C)cc3C)ccc21	·	·	19%	-11%	23%	51%[activator]	?	-4	9%
Cc1ccccc1C(=O)NC1CCN(CC(=O)NC2CCCCC2)CC1	7%	3%	11%	12%	14%	-4%	-5%	0	3%
COc1ccccc1-n1c(SCC(N)=O)nnc1-c1ccccc1	-1%	2%	34%	0%	3%[57.1 µM]	-1%	-8%	5	8%[57.1 µM]
CCCn1c(SCC(=O)NCCCN2CCCC2=O)nc2ccccc2c1=O	-10%	6%	35%	1%	9%	-1%	2%	0	0%
CC(=O)Nc1ccc(N2C(=O)C3C4C=CC(CC4)C3C2=O)cc1 (stereo unspecified)	-5%	-4%	20%	-24%	-4%	-1%	-14%	5	-5%
Fc1ccc(-n2ncc3c(NCCCc4ccccc4)ncnc32)cc1	5%	i	31%[activator]	6%	3%[57.1 µM]	4%	-23%	2	-3%[57.1 µM]
COc1ccc(CC(NC(=O)c2ccccc2)C(=O)NCC(=O)O)cc1 (stereo unspecified)	-2%	-1%	30%	0%	16%[57.1 µM]	6%	-5%	-3	3%[57.1 µM]
CCOc1ccc2c(c1)/C(=N/N1C(=O)c3ccccc3C1=O)C(=O)N2	7%	-7%	4%	3%	16%[11.4 µM]	?	-7%	4	-7%
O=C(c1cnn2c(C(F)(F)F)cc(-c3ccc4c(c3)OCO4)nc12)N1CCCCC1	-5%	-3%	66%[activator]	2%	8%[57.1 µM]	5%	-21%	0	1%[57.1 µM]
CN(c1ccccc1)S(=O)(=O)c1ccc(C(=O)Nc2nccs2)cc1	17%	i	74%[activator]	4%	9%	7%	-23%	-3	8%
Nn1c(SCc2ccc(F)cc2)nnc1-c1cccnc1	3%	1%	27%	-2%	1%[57.1 µM]	7%	-17%	0	6%[57.1 µM]
COc1ccc(CSc2ccc(S(=O)(=O)N3CCCC3)cn2)cc1F	-1%	-5%	·	0%	·	·	-23%	-5	·
O=C(NCCc1ccccc1)C1CCN(C2CCN(Cc3ccc(CO)o3)CC2)CC1	6%	i	27%	-10%	14%[57.1 µM]	1%	-1%	1	-18%[57.1 µM]
COc1ccc(CN2C[C@H](C)[C@@H](CC(=O)NCc3ccccc3)C2=O)cc1	5%	-1%	4%	5%	4%&3%	-2%	-27%	-3	0%&0%
O=C(O)CN1C(=O)/C(=C\c2cc(Br)ccc2OCc2ccccc2Cl)SC1=S	-4%	-13%	-20%	-17%	-12%	·	?	1	-3%
COc1ccc(C)cc1NC(=O)CCCN1C(=S)NC(C)(C)CC1C (stereo unspecified)	1%	-3%	18%	1%	?	0%	-16%	-3	-8%
COc1ccc(Cl)cc1NC(=O)CN(C)C(=O)c1ccc2c(c1)OCCO2	5%	-8%	24%	0%	-4%	-4%	-15%	3	-5%
COc1ccccc1NC(=O)N(C)C[C@H]1Oc2ncc(C#CCN(C)C)cc2C(=O)N([C@H](C)CO)C[C@H]1C	13%	-3%	·	3%	·	·	-19%	-5	·
CCNc1ccc(C(=O)OCC)cc1NC(=O)c1cccc(N(C)C)c1	-4%	-3%	-18%	55%	21%	5%	-5%	-6	4%
COc1ccc(-c2ccc3c(c2)[C@@H]2C[C@H]4[C@@H](C(=O)N2CC3)[C@H](C)ON4C)cc1	2%[38.3 µM]	-5%	17%	5%	10%	-3%	-21%	0	6%
Cc1ccc(OCC(=O)Nc2ccccc2Sc2ccc(Cl)cc2)c([N+](=O)[O-])n1	18%	0%	-6%	0%	14%[57.1 µM]	6%	-17%	3	6%[57.1 µM]
COc1ccc(N2Cc3ccccc3C2)cc1Cl	3%	-4%	20%	0%	-13%[57.1 µM]	10%	-3%	-1	1%[57.1 µM]
COc1ccc(C)c2sc(NC(=O)c3cccc(N4C(=O)CCC4=O)c3)nc12	0%	1%	32%	-10%	1%	7%	-7%	-3	4%
O=C(c1cccc2c1C(=O)N(Cc1cccnc1)C2)N1CCN(c2ccccc2)CC1	-1%	-3%	38%	9%	0%	-6%	-4%	6	-1%
CN(C)C(=O)CCc1ccc2c3c([nH]c2c1)[C@]1(C)[C@@H](C(=O)N2CCCCC2)C[C@H](CC(=O)NCC24CC5CC(CC(C5)C2)C4)C(=O)N1CC3	2%[38.3 µM]	i	-3%	8%	10%	2%	-23%	1	3%
O=C(/C=C/Nc1ccc(F)c(Cl)c1)c1ccccc1	3%	5%	42%[activator]	8%	22%[2.29 µM]	5%	-1%	2	-4%
CC(C)[C@H](NC(=O)[C@@H]1Cc2ccccc2CN1C(=O)OC(C)(C)C)C(=O)NC1CCCC1	3%	-4%	3%	-2%	?	34%[activator]	-15%	-3	4%
COc1cc(C(C)=O)ccc1OCC(=O)c1cc(C)n(C2CC2)c1C	-3%	8%	-2%	1%	5%	5%	-11%	3	1%
O=C(NCC1CCCN(Cc2ccc3nonc3c2)C1)c1ccc(F)cc1 (stereo unspecified)	2%	-10%	28%[57 µM]	9%	16%	-3%	-12%	7	0%
CCOC(=O)C1(C)NC(c2ccc(OC)c(OC)c2)C2C(=O)N(c3cccc(C(C)=O)c3)C(=O)C21 (stereo unspecified)	4%	7%	·	2%	·	·	6%	1	·
CC1(C)OC2OC3C(CN)OC(c4ccccc4)OC3C2O1 (stereo unspecified)	4%	3%	12%	8%	-11%	1%	4%	0	-11%
CC(=O)N1CCN(C(C)=O)c2ccccc21	2%	-8%	36%	0%	-3%[11.4 µM]	11%	-2%	2	4%[11.4 µM]
Cc1ccccc1Cn1ccc(NC(=O)c2cnn3c2NC(c2ccccc2)CC3C(F)(F)F)n1 (stereo unspecified)	3%	i	40%[activator]	-1%	29%[57.1 µM]	2%	-18%	6	6%[57.1 µM]
CCC(C)NC(=O)C1CCN(S(=O)(=O)c2cccc3cccnc23)CC1 (stereo unspecified)	8%	3%	64%[activator]	0%	1%	-3%	-15%	-1	0%
COc1ccc(C(=O)CC(=O)C(=O)Nc2ccc(Cl)cc2)cc1	-10%	-6%	-2%	-3%	-21%	-1%	-14%	1	-4%
O=C(COC(=O)COc1ccc(Cl)cc1Cl)NC1CCCCCC1	5%	-1%	42%[activator]	3%	32%	-2%	-21%	7	4%
COc1ccc(CCN(C)CCCC(C#N)(c2cc(OC)c(OC)c(OC)c2)C(C)C)cc1OC (stereo unspecified)	11%	-4%	23%	19%&12%	15%[57.1 µM]	4%	-22%	4&3&-1	8%[57.1 µM]
CCN(CC)S(=O)(=O)c1ccc(N2CCOCC2)c(NC(=O)CC2OC(=O)c3ccccc32)c1 (stereo unspecified)	-1%	-10%	37%	-4%	10%[57.1 µM]	-3%	-29%	-3	-8%[57.1 µM]
CCOC(=O)C1CCN(C(=O)C(C)Sc2nnc3ccccn23)CC1 (stereo unspecified)	-3%	i	33%	-21%	39%[activator]	-2%	-6%	12	12%
Cc1[nH]n(-c2ccccc2)c(=O)c1/C=N/c1ccccn1	-2%	-9%	9%	-5%	7%[57.1 µM]	-2%	-16%	?	-4%[57.1 µM]
COc1cccc(N2C(=O)C(CC(=O)Nc3cccc(F)c3)N(C(C)C)C2=O)c1 (stereo unspecified)	11%	0%	44%[activator]	5%	7%	3%	11%	-8	1%
CCc1csc(CNC(=O)C2CCC(=O)N(Cc3cccc(OC)c3)C2)n1 (stereo unspecified)	3%	-8%	·	2%	·	·	?	-3	·
Cc1cc(Cn2nc(-c3ccccc3C)cc2C(=O)O)on1	1%	2%	25%	21%	5%	-12%	-17%	-2	-1%
COc1ccc(CN2CCN(C(=O)c3ccc(S(=O)(=O)N4CCCCCC4)cc3)CC2)cc1	2%	-1%	4%	-1%	0%	0%	-6%	4	-8%
O=C(CSc1nnc(-c2c[nH]c3ccccc23)o1)N(Cc1ccccc1)c1ccc(F)cc1	1%	-2%	-8%	-1%	30%	24%	?	0	13%

Arranged by length of the SMILES (lowest first): 3 of the compounds above
SMILES	IDH1 R132H inh	Tb PGK inh	HP1b binding inh	GLS inhibitor	rTrxR1 inhibitor	Pin1 inhibitor	USP1 inh	PI4K2A inh	TrxR1 substrate
Cc1cc(Cn2nc(-c3ccccc3C)cc2C(=O)O)on1	1%	2%	25%	21%	5%	-12%	-17%	-2	-1%
Cc1[nH]n(-c2ccccc2)c(=O)c1/C=N/c1ccccn1	-2%	-9%	9%	-5%	7%[57.1 µM]	-2%	-16%	?	-4%[57.1 µM]
COc1ccc(CN2CCN(C(=O)c3ccc(S(=O)(=O)N4CCCCCC4)cc3)CC2)cc1	2%	-1%	4%	-1%	0%	0%	-6%	4	-8%

High-throughput results from PubChem BioAssay.

A portion of the library. The share of hits here may be higher or lower than overall.
